Source: PubChem (several laboratories)
NS3 helicase inh: blocks Hepatitis C virus NS3 helicase unwinding; NS3 helicase DNA unwinding, Cy5 molecular beacon fluorescence; inhibition, % at 10.9 µM; hit rate 0.56% among 290,000;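 active = inhibition above the mean of all tested compounds plus 3 SD, set per campaign, cut at about 35% in these data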;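 note: 0% = DMSO wells and 100% = thioflavine S control wells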
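System: HCV NS3 helicase fragment; control set: DMSO and thioflavine S; technique: Cy5 fluorescence at 0 and 60 min, beacon hairpin quenching; reagent: beacon DNA duplex substrate plus ATP; replicates: singlicate; schedule: 1 h reaction at 25 °C, ATP-initiated; medium: MOPS buffer pH 6.5 with MgCl2, DTT, Tween20, BSA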
MEKK3 PB1 HTS: modulators (inhibitors or enhancers) of MEK5 binding to human MEKK3 PB1 domain | bead-based flow cytometry, Alexa488-MEK5 binding to MEKK3; actives lie on both sides; 0 = blocked by unlabeled MEK5, 100 = vehicle | binding response (% of control), % at 10 µM | hit rate 1.4% among 290,000 | AID 1529;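 active = binding response more than 3 SD above or below the average of its plate-row segment, actives on both sides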;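 note: Alexa488 bead fluorescence after subtracting the streptavidin-only scavenger bead signal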
Target sequence (Q99759 whole entry, looked up, the tested form may be a part): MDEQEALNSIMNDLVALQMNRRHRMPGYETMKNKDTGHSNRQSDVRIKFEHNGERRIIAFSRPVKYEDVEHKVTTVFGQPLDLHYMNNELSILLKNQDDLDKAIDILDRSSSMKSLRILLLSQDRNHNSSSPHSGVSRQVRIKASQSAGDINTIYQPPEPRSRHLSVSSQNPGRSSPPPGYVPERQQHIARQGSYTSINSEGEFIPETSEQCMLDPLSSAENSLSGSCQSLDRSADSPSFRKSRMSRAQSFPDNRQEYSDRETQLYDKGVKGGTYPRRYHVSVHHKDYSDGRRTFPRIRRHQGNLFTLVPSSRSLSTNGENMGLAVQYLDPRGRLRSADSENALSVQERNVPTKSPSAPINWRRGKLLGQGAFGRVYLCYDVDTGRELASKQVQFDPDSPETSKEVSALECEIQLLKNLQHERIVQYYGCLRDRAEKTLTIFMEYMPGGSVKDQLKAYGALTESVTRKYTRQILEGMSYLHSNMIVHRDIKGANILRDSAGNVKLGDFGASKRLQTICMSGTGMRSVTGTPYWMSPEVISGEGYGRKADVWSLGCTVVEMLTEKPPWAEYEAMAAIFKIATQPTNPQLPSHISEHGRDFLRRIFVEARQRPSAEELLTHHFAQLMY
SUMO HTRF inh: inhibitors of human SUMOylation (UBC9); P63279; HTRF SUMOylation assay, SAE1/SAE2 + UBC9, in vitro; inhibition, % at 35 µM; hit rate 0.36% among 290,000; AID 2006; in the data active = inhibition above about 50%, passing the limit was not always enough; note: strong numbers were not always called active
Target sequence (P63279 whole entry, looked up): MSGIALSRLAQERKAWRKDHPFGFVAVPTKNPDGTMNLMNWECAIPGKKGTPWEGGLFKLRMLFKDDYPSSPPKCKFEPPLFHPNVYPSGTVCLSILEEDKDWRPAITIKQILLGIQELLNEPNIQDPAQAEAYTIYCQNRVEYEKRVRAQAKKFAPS
p-CIP stab down: compounds decreasing mouse p/CIP protein stability; Q05BA5; F442A p/CIP-EGFP cells, EGFP fluorescence, 16 h; decrease of EGFP signal, % at 10 µM; hit rate 0.01% among 290,000;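 active = EGFP signal decrease of at least 30% at 10 µM or well 3 SD below plate mean, unless failing retest; inactive = the rest, including hits failing retest or dose response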; note: some compounds called inactive have numbers as strong as hits; many of its hits are not listed in these tables
PHOSPHO1 block: PHOSPHO1 (human) inhibition; inhibition, % at 13.3 µM; hit rate 1.1% among 290,000; Q8TCT1; AID 1565; recombinant PHOSPHO1, absorbance phosphatase assay; in the data active = inhibition above about 60%
Target sequence (Q8TCT1 whole entry, looked up): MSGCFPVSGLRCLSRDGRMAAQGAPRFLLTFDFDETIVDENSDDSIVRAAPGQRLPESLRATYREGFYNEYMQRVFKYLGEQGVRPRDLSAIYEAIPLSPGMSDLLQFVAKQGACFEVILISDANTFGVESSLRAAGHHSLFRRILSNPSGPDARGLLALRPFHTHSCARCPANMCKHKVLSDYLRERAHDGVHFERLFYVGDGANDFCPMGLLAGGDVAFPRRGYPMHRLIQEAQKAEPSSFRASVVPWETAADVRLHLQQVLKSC
IDE act: IDE (human) activation, cell-based. HEK cells, FAbeta-B cleavage, fluorescence polarization; 0% vehicle, 100% cell-free pure enzyme wells. hit rate 0.073% among 340,000. activation, % at 5.96 µM;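 active = activation above the mean of all tested compounds plus 3 SD, set per screening campaign, cut at about 17% in these data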
DNA FID counter: counter-screen for HCV NS3 helicase inhibitors: DNA intercalator displacement; inhibition, % at 7.9 µM; AID 1845; hit rate 0.17% among 290,000; DNA fluorescent intercalator displacement, fluorescence; in the data active = inhibition above about 37%;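 note: 0% = vehicle and 100% = reference compound; higher means more ethidium bromide displaced from hairpin DNA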
VIM-2 inhibitor: inhibitors of Pseudomonas aeruginosa VIM-2 metallo-beta-lactamase. hit rate 0.89% among 290,000. purified VIM-2, nitrocefin hydrolysis, epi-absorbance fluorescence. inhibition, % at 5.6 µM. AID 1527;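 active = inhibition above the mean of all tested compounds plus 3 SD, cutoff set per screening run, cut at about 7.5% in these data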;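 note: red hydrolysis product quenches plate fluorescence so inhibitors raise well fluorescence; 0% = enzyme with DMSO and 100% = DMSO without enzyme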
IMP-1 inh: blocks Pseudomonas aeruginosa IMP-1 metallo-beta-lactamase | purified IMP-1, nitrocefin hydrolysis, epi-absorbance fluorescence | inhibition, % at 5.6 µM | hit rate 0.45% among 290,000;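 active = inhibition above the mean plus 3 SD of all compounds in the same screening run, cut at about 4.5% in these data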;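 note: 0% = IMP-1 with DMSO and 100% = DMSO wells lacking enzyme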
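System: purified IMP-1 / Input: IMP-1 dispensed at 0.2 nM / Medium: 50 mM HEPES pH 7.1, 50 µM ZnSO4, 0.05% Brij 35 / Timing: 15 min enzyme–compound preincubation, then 25 min nitrocefin reaction, 25 °C / Technique: plate fluorescence quenching by hydrolysis product, ex 480/em 530 nm / Repeats: singlicate testing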
An asterisk follows results filed as active; . = no result given; [ ] = dose if it differs, or a comment. An excerpt; the hit share may differ from the screen's.

SMILES | NS3 helicase inh | MEKK3 PB1 HTS | SUMO HTRF inh | p-CIP stab down | PHOSPHO1 block | IDE act | DNA FID counter | VIM-2 inhibitor | IMP-1 inh
Cc1ccc(OC(=O)CN2C(=O)c3ccccc3C2=O)cc1C | -5 | 97 | -4 | -1 | . | 1 | -17 | -0.9 | -0.7
O=C(NCc1ccco1)/C(=C\c1ccco1)NC(=O)c1ccc(Br)o1 | 16 | 98 | 26 | -14 | 0 | 3 | -11 | -0.5 | 1.2
CCC(=O)Nc1ccc(NC(=S)NC(=O)/C=C/c2ccccc2)cc1 | -4 | 101 | -5 | 3 | -10 | 4 | -3 | -2.8 | -0.2
CCOc1ccc(Cl)cc1/C=N/NC(N)=O | -1 | 105 | -8 | -21 | 50 | 1 | -3 | -2.1 | -2.5
CC(C)N1CCC(NC(=O)Nc2ccc3c(c2)OCO3)CC1 | 3 | 102 | 6 | 3 | 21 | -3 | 10 | -2.1 | -1.9
COC(=O)N1CCN(c2ccc(Cl)c(Cl)c2)CC1 | 1 | 95 | 24 | -5 | 12 | -1 | -10 | -2.2 | -3.7
Cc1ccc(NC(=O)CCNS(=O)(=O)c2cccc3nsnc23)cc1F | 10 | 102 | 16 | -6 | 40 | 2 | -5 | 0.4 | -1.9
N#CCCN(Cc1cccs1)C(=O)Nc1ccc(F)cc1 | -2 | 88 | 1 | 0 | 41 | 3 | -1 | -1.9 | -4.3
O=C(/C=C/c1ccc2c(c1)OCO2)NCc1cn2cc(Cl)ccc2n1 | 2 | 100 | -1 | 12 | 28 | 4 | -15 | -3.4 | -3.6
Cc1nc2ccccc2c2oc(C(=O)NCc3ccccn3)cc12 | 4 | 107 | 11 | -2 | -5 | -2 | -14 | 1.0 | -2.0
COCCNC(=O)c1onc(CSc2cccc(Cl)c2)c1C(=O)O | 5 | 101 | -23 | 1 | 13 | 3 | -15 | -0.3 | -1.9
CC(=O)c1cccc(NC(=O)c2ccc3c(=O)n4c(nc3c2)CCCCC4)c1 | 0 | 85 | -6 | -3 | 24 | -1 | -9 | -0.2 | -3.4
Cc1c(Cc2ccccc2)c(=O)oc2cc(OCc3nn[nH]n3)ccc12 | 9 | 95 | 14 | -3 | 8 | 2 | -34 | 1.1 | 0.1
CCOC(=O)c1ccc(NC(=O)Nc2cccc(C)n2)cc1 | 10 | 102 | 16 | 2 | 38 | 1 | -5 | -2.7 | -2.5
COC(=O)c1[nH]c2cc(C)ccc2c1NC(=O)CN1CCN(C(=O)c2ccco2)CC1 | 2 | 105 | 2 | -12 | 29 | -2 | -24 | 0.0 | -2.0
Cc1cc(NC(=O)CSc2nc(-c3ccco3)cc(C(F)(F)F)n2)no1 | -4 | 88 | 26 | -7 | 8 | 6 | -4 | 0.7 | -0.7
CCCCOc1ccc(C(=O)Nc2cccc(-n3cnnn3)c2)cc1OC | -2 | 100 | 14 | -5 | 29 | 2 | -33 | -1.1 | 0.7
COC(=O)CC/C(=N/Nc1ccc(Cl)c(Cl)c1)C(=O)OC | -6 | 105 | 3 | -9 | 36 | 5 | 5 | -2.3 | -2.8
Oc1ccc(Br)cc1-c1ccn[nH]1 | -4 | 101 | 5 | -5 | 9 | 0 | -7 | -3.7 | -2.2
Cc1c(-c2cccc(Cl)c2)nc2ccccc2c1C(=O)OCC(=O)N(C)C1CCS(=O)(=O)C1 (stereo not given) | -14 | 100 | 0 | 6 | 4 | -15 | -14 | -1.9 | -3.8
COC(=O)c1cc(C#N)c(=O)[nH]c1C | -2 | 103 | 9 | -4 | 16 | 5 | 2 | -2.6 | -3.4
CCOC(=O)C(=O)C1=C(N2CCOCC2)/C(=C\c2ccc(F)cc2)CC1 | 27 | 99 | -5 | -9 | 10 | -4 | -13 | -2.3 | -1.4
Cc1ccc(-c2csc(N3CCN(c4cc5c(cc4Cl)nc(-c4ccncc4)n5CCN4CCCCC4)CC3)n2)cc1 | -99 | 96 | 16 | -10 | 10 | -5 | -4 | -3.8 | -2.5
Cc1cc(NC(=O)c2sccc2C)n(-c2nc3ccccc3[nH]2)n1 | 2 | 99 | -11 | -4 | -14 | 0 | -9 | -0.7 | -1.6
COc1ccc2nc(NCc3ccccc3)[nH]c2c1 | -12 | 99 | 7 | 6 | 15 | -1 | 5 | -3.4 | -3.6
COc1ccc(CC(NC(C)=O)C(=O)NC2CCN(C(=O)NCc3ccccc3)CC2)cc1 (stereo not given) | -11 | 101 | 2 | 4 | -17 | 6 | -5 | -0.4 | -1.7
Cc1cc(C)c(C(=O)NC2CC(C)(C)Cc3c2cnn3-c2ccccc2)o1 (stereo not given) | -3 | 99 | -3 | -2 | 23 | -1 | -52 | -1.1 | -4.1
CCOc1ccc2ccccc2c1CNCCc1ccc(S(N)(=O)=O)cc1 | -17 | 104 | 3 | 4 | 30 | 8 | 13 | -1.5 | -2.6
CC1Cc2ccccc2N1C(=O)CSc1nccc(=O)[nH]1 (stereo not given) | 5 | 114 | 4 | 6 | 52 | 3 | -5 | 1.0 | 0.0
COc1cc(OC)cc(C(=O)Nc2ccc(S(=O)(=O)Nc3nc(C)cc(C)n3)cc2)c1 | -1 | 98 | 17 | -9 | 41 | 8 | -23 | 0.5 | -2.8
O=C(NCCN1CCN(c2cccc(Cl)c2)CC1)Nc1ccccc1 | -61 | 108 | -2 | 6 | 28 | 0 | 17 | 0.2 | 0.8
CC(=O)N1CC[n+]2c(-c3ccc([N+](=O)[O-])cc3)csc21 | 7 | 79 | 7 | 0 | -21 | -31 | -6 | 0.1 | -2.2
O=C(O)Cn1cc(C(=O)C(F)(F)F)c2ccccc21 | -2 | 99 | 10 | -6 | 33 | -3 | 15 | -3.4 | -1.3
CCCc1cc(=S)n2c([nH]c3ccccc32)c1C#N | 16 | 1.0*[inhibitor] | 27 | 10 | -105 | 7 | 1 | 3.6 | -0.6
CC(C)(C)SCCNS(=O)(=O)c1ccccc1 | -2 | 88 | -12 | 10 | -22 | 1 | -3 | -1.2 | 2.1
CC1=NN(C(N)=S)C(=O)C1N=Nc1c(Cl)cc([N+](=O)[O-])cc1Cl (stereo not given) | 27 | 103 | 1 | 7 | -3 | 5 | -11 | -3.8 | -7.5
CSc1nc(Oc2ccccc2)c2sccc2n1 | -1 | 94 | -6 | 5 | 2 | 1 | -6 | 4.5 | -0.8
CCC(=O)Nc1nnc(CCc2ccccc2)s1 | -5 | 107 | 6 | -9 | -17 | -2 | -8 | 0.2 | 1.1
CCc1ccc(S(=O)(=O)Nc2c(NC3CCCCC3)c3ccccc3oc2=O)cc1 | 5 | 102 | 9 | -12 | 37 | 5 | -41 | -2.7 | -2.2
Cc1ccc2oc(=O)n(Cc3ccc(OC(C)C)cc3)c2c1 | -9 | 106 | -12 | -2 | 29 | -1 | -23 | -2.6 | -4.6
CC1(C)Cc2c(sc3nc(SCC(=O)NCc4ccccc4)n(-c4ccccc4)c(=O)c23)CS1 | 3 | 99 | -1 | -12 | 10 | 10 | 0 | -2.9 | -2.3
CCCn1c(=O)c2ccccc2n2c(SCc3c(C(=O)OCC)oc4ccccc34)nnc12 | 20 | 106 | 5 | -10 | 54 | 2 | -6 | -2.1 | -4.9
O=c1[nH]cc(F)c(=O)[nH]1 | -2 | 94 | 26 | -11 | 11 | 0 | -3 | -2.9 | -3.2
C=CCN1C(=O)C(CC(=O)Nc2ccccc2)SC1=Nc1c(C)n(C)n(-c2ccccc2)c1=O (stereo not given) | 3 | 104 | 6 | -1 | 27 | 6 | -31 | -1.2 | -1.4
CC(OC(=O)c1ccc(S(=O)(=O)N(C)C)cc1)C(=O)Nc1ccc(Cl)cn1 (stereo not given) | 5 | 63 | -3 | -7 | -34 | 7 | -4 | 4.3 | -0.3
Cc1cccc(C(=O)Nc2ccc3c(c2)ncn3C)c1 | -1 | 100 | -7 | 4 | 20 | 1 | -3 | -1.0 | -0.8
O=C(Nc1ccccc1F)c1ccc2c(c1)OCO2 | 11 | 100 | -13 | 10 | -19 | 9 | -6 | 1.8 | -0.6
OCCOCCNc1ncnc2c1cnn2-c1ccccc1 | 4 | 99 | 22 | 1 | -1 | 3 | -3 | -0.7 | -1.5
O=C(CSc1nnc(CNc2ccc(F)cc2)o1)N1c2ccccc2Sc2ccccc21 | -30 | 99 | -10 | -4 | 16 | -4 | -22 | -1.5 | -3.5
CCOC(=O)CNC(=O)CSc1ncccc1-c1nc2ccccc2[nH]1 | 3 | 108 | 11 | -9 | 30 | 1 | -5 | -3.1 | -2.5
CC(=O)Nc1ccc(S(=O)(=O)NCCC(=O)OCc2ccc([N+](=O)[O-])cc2)cc1 | 5 | 105 | 4 | -8 | 48 | -2 | -1 | -2.4 | -3.0
CCOC(=O)/C(C#N)=C\N(C)C | 4 | . | 30 | -8 | 40 | 5 | -4 | -2.7 | -2.2
O=C(CCCOc1ccccc1)Nc1cccc([N+](=O)[O-])c1 | -1 | 99 | 14 | -3 | 49 | -1 | 4 | -2.6 | -1.3
COc1ccc(OC)c(S(=O)(=O)N/N=C\c2ccc3c(c2)OCO3)c1 | 10 | 96 | 6 | -13 | 16 | 4 | -20 | -2.8 | -5.2
COc1ccc(C(=O)/C=C/c2ccccc2)c(O)c1 | 4 | 97 | -2 | -6 | -5 | 4 | -3 | 0.8 | 0.0
CC(=O)N(Cc1ccccc1)Cc1nc2sc(C)c(C)c2c(=O)[nH]1 | -3 | 97 | 10 | -8 | 33 | 7 | -17 | -7.2 | -1.8
Cn1c(=O)c2c(nc(CN3CCOCC3)n2CCCc2ccccc2)n(C)c1=O | 2 | 90 | 6 | -5 | -14 | -3 | -22 | -3.5 | 1.0
COc1cc2[nH]c(=O)n(C3CCCCC3)c(=O)c2cc1OC | -6 | 103 | 11 | -12 | -4 | 4 | -6 | -1.4 | -3.1
COc1cc2c(cc1OC)C(C)N(C(=O)c1c(-c3ccccc3)noc1C)CC2 (stereo not given) | -5 | 93 | 3 | -8 | 36 | 0 | -28 | 0.1 | -2.1
O=C(CC1(O)C(=O)c2ccccc2C1=O)c1ccccc1 | 15 | 87 | 2 | 3 | 5 | -2 | -1 | 0.2 | 0.2
Cc1ccc(NC(=O)C2CCN(S(C)(=O)=O)CC2)cc1Cl | -1 | 103 | -9 | -2 | 8 | -1 | -8 | -1.2 | -3.3
CC1CN(C(=S)Nc2ccc(F)cc2F)CC(C)O1 (stereo not given) | -2 | 94 | 3 | 5 | 11 | 2 | -7 | -1.7 | -2.0

Compounds above that contain a CF3 group, in the order listed:
SMILES | NS3 helicase inh | MEKK3 PB1 HTS | SUMO HTRF inh | p-CIP stab down | PHOSPHO1 block | IDE act | DNA FID counter | VIM-2 inhibitor | IMP-1 inh
Cc1cc(NC(=O)CSc2nc(-c3ccco3)cc(C(F)(F)F)n2)no1 | -4 | 88 | 26 | -7 | 8 | 6 | -4 | 0.7 | -0.7
O=C(O)Cn1cc(C(=O)C(F)(F)F)c2ccccc21 | -2 | 99 | 10 | -6 | 33 | -3 | 15 | -3.4 | -1.3
